SMARCA2 act = SMARCA2 function activation, primary screen; hit rate 1% among 370,000; MG213 cells, MMTV-luciferase reporter, dexamethasone, overnight; AID 652017; activation, % at 9.1 µM; in the data active means activation above about 7.8%;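 further: 0% = vehicle wells and 100% = reference activator wells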
hcDAF-12 act = activators of H. contortus DAF-12 nuclear receptor. HEK293 hcDAF-12 lit1-tk-luc reporter, luminescence; 0% DMSO, 100% Δ7-dafachronic acid. hit rate 1.4% among 370,000. activation, % at 6.8 µM. AID 652067;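 active means activation above the mean of all tested compounds plus 3 SD, cut at about 5.5% in these data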;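 further: 100% = response to 3 µM Δ7-dafachronic acid high control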
DAX1 inh-1 = inhibitors of DAX1 repression of SF-1 activated StAR promoter; inhibition, % at 6.8 µM; hit rate 1.1% among 370,000; HEK293T StAR-luciferase reporter, SF-1/DAX-1 repression relief; AID 652010;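 active means inhibition above the mean over all tested compounds plus 3 SD, cut at about 3.6% in these data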;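 further: 0% = DAX-1 cells with DMSO and 100% = cells lacking DAX-1 with DMSO; higher inhibition means more luminescence from relief of DAX-1 repression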
DAX1 inh-2 = inhibits human nuclear receptor DAX1 | P51843 | HEK293 Gal4-DAX1 luciferase reporter, luminescence | inhibition, % at 6.75 µM | hit rate 0.99% among 340,000 | AID 504766;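 active means inhibition above the mean over all tested compounds plus 3 SD, cut at about 4.2% in these data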;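 further: 0% = DAX1-transfected cells with DMSO and 100% = empty-vector control cells with DMSO; inhibition shows as a rise in luminescence from relieved DAX1 repression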
Target sequence (P51843 207-470 limits assumed): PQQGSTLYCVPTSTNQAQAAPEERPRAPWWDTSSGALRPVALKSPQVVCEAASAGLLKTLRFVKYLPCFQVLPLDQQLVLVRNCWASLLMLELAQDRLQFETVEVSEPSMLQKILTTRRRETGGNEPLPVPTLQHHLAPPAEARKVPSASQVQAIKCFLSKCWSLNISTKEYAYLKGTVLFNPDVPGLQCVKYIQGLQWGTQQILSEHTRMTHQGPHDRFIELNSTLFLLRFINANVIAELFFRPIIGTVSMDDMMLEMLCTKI
ADAM10 inh = inhibits human ADAM10. O14672. recombinant ADAM10, EDANS/DABCYL FRET peptide cleavage, 3 h. inhibition, % at 7 µM. hit rate 0.62% among 370,000. AID 720582;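 active means inhibition above a per-campaign cutoff equal to the mean of compounds falling between control-based bounds plus 3 SD, cut at about 20% in these data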;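 further: 0% = DMSO wells while the 100% control is not disclosed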
hgDAF12 agonist = hgDAF-12 agonism, primary luciferase screen | HEK293 GAL4-hgDAF12 UAS-luciferase reporter, agonist luminescence; normalized to butyrate control | activation, % at 6.8 µM | hit rate 1.8% among 370,000;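 active means activation above a cutoff set at the mean of all screened compounds plus 3 SD, cut at about 10% in these data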;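 further: 0% = DMSO wells and 100% = sodium butyrate wells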
GAA850 FXN act = activators of GAA850 frataxin (FXN) promoter; HEK293 lucGAA850 FXN promoter luciferase reporter, 24 h; percent of 10 µM SAHA response; activation, % at 6 µM; hit rate 0.56% among 360,000;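 active means activation above the average of all compounds screened plus 3 SD, cutoff fixed separately per campaign, cut at about 7.5% in these data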;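 further: 0% = DMSO wells and 100% = 10 µM SAHA wells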
GC-A act = GC-A (human) enzyme activation. P16066. HEK293 GC-A cells, cGMP TR-FRET, EC30 ANP; 0% at EC30 ANP, 100% saturating ANP. activation, % at 10 µM. hit rate 0.14% among 370,000; in the data active means activation above about 40%
NPR2 activator = GC-B (human) receptor activation | P20594 | HEK293-GC-B cells, CNP EC30, cGMP TR-FRET; 0% at EC30 CNP, 100% saturating CNP | activation, % at 10 µM | hit rate 0.11% among 370,000;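 active means activation at 10 µM reaching about 35% in either raw or pattern-adjusted values, limit read from the data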
sPLA2-III inh = Blocks human group III sPLA2 activity. Q9NZ20. QFRET BODIPY PC-A2 liposome hydrolysis, fluorescence. inhibition, % at 12.2 µM. hit rate 0.56% among 370,000;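 active means inhibition above mean plus 3 SD of compounds lying within the high and low control bounds, cut at about 19% in these data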;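 further: 0% = median of test compound wells and 100% = no enzyme DMSO wells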
Target sequence (Q9NZ20 whole entry, looked up): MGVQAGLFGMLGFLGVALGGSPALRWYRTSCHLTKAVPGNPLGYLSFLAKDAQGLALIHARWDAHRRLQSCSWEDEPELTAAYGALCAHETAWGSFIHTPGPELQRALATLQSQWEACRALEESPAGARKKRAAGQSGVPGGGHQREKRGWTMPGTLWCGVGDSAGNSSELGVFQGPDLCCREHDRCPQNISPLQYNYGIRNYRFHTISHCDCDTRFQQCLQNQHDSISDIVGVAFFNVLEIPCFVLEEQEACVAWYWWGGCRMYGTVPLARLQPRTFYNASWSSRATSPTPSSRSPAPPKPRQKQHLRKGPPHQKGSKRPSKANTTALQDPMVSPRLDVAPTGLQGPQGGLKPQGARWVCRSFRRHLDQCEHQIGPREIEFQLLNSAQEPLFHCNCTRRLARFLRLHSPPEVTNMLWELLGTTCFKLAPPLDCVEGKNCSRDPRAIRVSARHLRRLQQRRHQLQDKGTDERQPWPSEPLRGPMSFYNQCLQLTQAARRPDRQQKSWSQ
ssDAF12 agonist = S. stercoralis DAF-12 activation, primary screen; HEK293 ssDAF-12/GRIP1 lit1-tk-luc reporter, luminescence; % of 3 µM dafachronic acid response; activation, % at 6.8 µM; hit rate 1% among 370,000; AID 652126;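 active means activation above the mean over all tested compounds plus 3 SD, cut at about 0.9% in these data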;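 further: 0% = DMSO-only wells and 100% = 3 µM delta7-dafachronic acid wells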
An asterisk follows results filed as active; i = inactive; . = no result given.

nr	SMILES	ADAM10 inh	NPR2 activator	DAX1 inh-2	GC-A act	ssDAF12 agonist	hcDAF-12 act	hgDAF12 agonist	sPLA2-III inh	DAX1 inh-1	GAA850 FXN act	SMARCA2 act
1	CC(C)c1cc[n+](-c2nc([O-])sc2C=O)cc1	0	4	-0.6	4	-1.3	-2.1	1.6	1	-0.9	-1.4	1
2	CC(O)(c1cccnc1)c1nc(-c2cc(F)cc(F)c2)cs1 (centres undefined)	-4	0	.	-3	-0.7	0.8	1.3	-9	-2.5	0.6	-3
3	CCOC(=O)N1CCN(C(=O)c2c[nH]c3ccc(S(=O)(=O)N(C)c4ccccc4C)cc3c2=O)CC1	-141	-3	0.1	1	-0.4	-2.4	2.4	-12	-0.2	0.4	-1
4	CC(O)c1nc2ccccc2n1CCCc1ccccc1 (centres undefined)	-15	-2	-1.2	11	-1.8	0.4	3.3	-5	0.2	4.8	-2
5	Cc1ccc(NC(=O)CN2C(=O)NC(Cc3ccccc3)C2=O)cc1Cl (centres undefined)	-5	7	1.4	2	-1.7	-0.7	-1.3	-5	2.2	-1.3	-1
6	O=C(COc1ccc(Cl)cc1Cl)OCC(=O)N1CCCc2ccccc21	21*	-3	9.8*	0	0.7	4.7	3.8	-10	0.8	1.3	1
7	COC(=O)c1ccc(Cn2cnc3c(Cl)ncnc32)cc1	-12	0	0.1	1	-0.9	-1.0	-0.7	9	-0.6	1.9	0
8	Cc1nc2c(F)c(F)c(C(F)(F)F)c(F)c2[nH]1	-2	3	0.2	5	-0.8	1.1	0.3	-11	-0.6	-0.2	2
9	CC(C)NC(=O)C1(C)CCN1C(=O)C1(c2ccccc2)CCCC1 (centres undefined)	-12	3	.	-2	-1.2	-0.9	2.9	3	-0.9	-1.2	2
10	O=C(COC(=O)CN1C(=O)C2CCCCC2C1=O)Nc1ccc(F)c(F)c1F (centres undefined)	6	6	1.6	-1	-1.5	-0.7	-2.0	-7	0.9	0.2	-1
11	Cc1cc(Nc2cccc(F)c2)n2c(n1)nc1ccccc12	-22	-12	-0.5	8	-0.9	0.0	-1.0	7	0.5	-1.2	-2
12	NNC(=O)c1ccc(CSc2nc3ccccc3[nH]2)cc1	2	-1	0.5	-1	-1.9	0.0	0.5	-14	-0.8	0.8	-1
13	CNC(=S)Nc1ccc(C(N)=O)cc1	3	0	0.7	5	-1.4	-0.5	2.0	5	1.1	0.7	-2
14	CCOC(=O)c1c(/N=C/c2cc(C)ccc2O)sc2c1CCC2	-23	3	-1.3	1	-1.3	-1.0	-1.5	-6	0.3	2.4	0
15	CCCc1ncc(C(O)c2ccccc2OC)n1C (centres undefined)	-3	5	.	0	-1.7	-2.1	-0.6	2	-0.4	-0.9	-1

nr	SMILES	ADAM10 inh	NPR2 activator	DAX1 inh-2	GC-A act	ssDAF12 agonist	hcDAF-12 act	hgDAF12 agonist	sPLA2-III inh	DAX1 inh-1	GAA850 FXN act	SMARCA2 act
16	COCCCn1c(C23CC4CC(CC(C4)C2)C3)n[nH]c1=S	3	-13	0.7	0	-1.2	-0.9	-1.7	17	-0.8	2.9	-2
17	COc1ccc(-c2cc(=O)oc3cc(OCc4nn[nH]n4)ccc23)cc1	-50	5	1.4	1	-1.4	-1.2	-1.4	-17	0.2	1.4	2
18	NS(=O)(=O)c1ccc(NC(=O)CNC(=O)c2ccc3c(c2)OCO3)cc1	2	-1	-1.3	5	-1.1	0.6	-0.6	4	0.7	1.6	-6
19	O=C(N/N=C/c1cn(-c2cccs2)nc1-c1ccccc1)c1ccc(O)cc1	3	0	0.3	-3	-1.6	-3.5	0.0	-13	-0.6	4.9	-3
20	CCCc1cc(=O)[nH]c(SCC(=O)Nc2cc(S(=O)(=O)N3CCCCC3)ccc2C)n1	0	-1	0.9	0	-1.6	0.5	0.9	-10	-0.6	-1.1	3
21	CN(C(=O)CC1C(=O)NCCN1Cc1cccc(F)c1F)C1CCOCC1 (centres undefined)	-77	-2	1.2	0	-0.9	0.4	-1.0	1	-0.6	-1.5	-2
22	CCCc1nc2ccccc2n1CC(O)COc1ccc(NC(C)=O)cc1 (centres undefined)	4	4	0.3	4	-1.3	-0.3	-2.5	-3	0.0	2.1	-2
23	C/C(=N\NC(=O)c1c(Br)c(C)nn1C)c1ccc(NC(=O)C(C)Oc2ccc(Cl)cc2C)cc1 (centres undefined)	16	2	0.1	0	-1.2	-1.0	-1.3	-3	-0.4	2.0	0
24	Cc1cc(N)n(-c2nc(-c3cccnc3)nc3ccccc23)n1	7	-3	-0.4	-1	-1.7	-1.6	-2.8	-8	-0.5	-2.9	-2
25	O=C(COc1ncnc2cc([N+](=O)[O-])ccc12)NC(=O)NC1CCCCC1	-9	-2	0.1	9	-1.7	-1.0	1.3	-11	-0.5	0.1	1
26	CCN(CC)S(=O)(=O)c1csc(C(=O)Nc2ccccn2)c1	0	-4	2.4	0	-0.9	-1.4	5.2	2	-0.1	1.6	3
27	O=C(Nc1cccc(Cl)c1Cl)c1ccccc1NC(=O)C1CC=CCC1C(=O)O (centres undefined)	-101	7	1.4	-3	-1.2	2.4	5.1	1	1.7	1.9	2
28	COCc1c(C(=O)Nc2nc(C)cs2)oc2ccccc12	-6	1	-1.6	9	0.0	6.8*	2.6	3	0.0	4.8	0
29	COc1ccc(N2C(=O)C3C4C=CC(C4)C3C2=O)c([N+](=O)[O-])c1 (centres undefined)	10	4	1.1	0	-1.8	1.5	2.6	11	1.2	4.1	-2
30	CN(C(=O)CSc1nncc2ccccc12)C1CCCCC1	5	2	2.1	0	-0.6	-2.4	3.7	0	0.0	3.1	4

Taken from above.
In hcDAF-12 act, cpd 23 shows -1.0
In GC-A act, cpd 16 shows 0
In GAA850 FXN act, cpd 29 shows 4.1

Gathered by group: those above with a nitro group on carbon
nr	SMILES	ADAM10 inh	NPR2 activator	DAX1 inh-2	GC-A act	ssDAF12 agonist	hcDAF-12 act	hgDAF12 agonist	sPLA2-III inh	DAX1 inh-1	GAA850 FXN act	SMARCA2 act
25	O=C(COc1ncnc2cc([N+](=O)[O-])ccc12)NC(=O)NC1CCCCC1	-9	-2	0.1	9	-1.7	-1.0	1.3	-11	-0.5	0.1	1
29	COc1ccc(N2C(=O)C3C4C=CC(C4)C3C2=O)c([N+](=O)[O-])c1 (centres undefined)	10	4	1.1	0	-1.8	1.5	2.6	11	1.2	4.1	-2

Next entries
nr	SMILES	ADAM10 inh	NPR2 activator	DAX1 inh-2	GC-A act	ssDAF12 agonist	hcDAF-12 act	hgDAF12 agonist	sPLA2-III inh	DAX1 inh-1	GAA850 FXN act	SMARCA2 act
31	COc1cccc(CNC(=O)COC(=O)CCS(=O)(=O)c2ccc(C)cc2)c1	-3	0	0.5	-3	-0.5	-2.6	1.3	0	0.7	-0.4	-1
32	CC1CCC2C(=O)N(c3ccccc3OC(=O)c3ccccc3F)C(=O)C2C1 (centres undefined)	-2	2	1.1	-5	0.2	4.1	-2.5	7	0.5	2.9	-2
33	CN(C(=O)c1ccc(NC(=O)Cc2cccc(NC(=O)C3CCN(C(=O)C4CCCC4)CC3)c2)cc1)C1CCCC1	0	4	1.3	4	-1.1	-1.1	-1.0	-25	-0.5	1.9	0
34	CC(C(=O)O)N1C(=O)c2ccccc2C1=O (centres undefined)	1	6	-1.0	0	-1.3	-0.6	1.0	-1	0.2	-1.2	-1
35	COc1ccc(NC(=O)C2CCN(S(C)(=O)=O)CC2)c(OC)c1	-1	0	-0.9	-1	-1.6	-1.1	-0.1	2	0.5	1.8	-4
36	COc1ccc(-n2c(=O)c3c4c(sc3n3c(=S)[nH]nc23)CCCC4)cc1	0	-3	-1.4	2	-1.0	-0.1	-3.0	9	-0.2	3.2	-2
37	CCOc1ccc(NC(=O)c2ccco2)cc1S(=O)(=O)N1CCCC1	-8	1	0.3	1	-0.4	-0.3	-0.7	12	5.1*	2.2	-1
38	CC1(C)NC(=O)N(CC(O)CNC23CC4CC(CC(C4)C2)C3)C1=O (centres undefined)	-3	-2	-1.2	5	-0.9	-1.1	3.0	4	0.7	0.3	-1
39	COc1ccc(CCNC(=S)N2CCN(S(=O)(=O)c3ccccc3F)CC2)cc1	9	15	0.0	2	-1.4	-0.7	-2.6	2	-1.7	-0.5	1
40	CCCCCCn1c(=O)n2n(c1=O)C[C@]1(OC(=O)NCc3ccc(OC)c(OC)c3)CN(S(=O)(=O)c3ccc(C)cc3)C[C@]1(O)C2	10	-1	-0.1	-8	-1.6	-2.4	1.4	-24	-1.7	-5.4	0
41	O=C(CN1CCN(c2ccccc2)CC1)NC(=O)NCc1ccccc1	-7	2	-0.4	0	-1.3	-2.0	0.9	4	1.5	0.5	1
42	Cc1ccc(C(=O)NCCCNC(=O)c2ccc(Cl)cc2)cn1	-3	-1	0.4	3	-1.5	-0.6	-1.4	-2	0.2	-0.8	0
43	Cc1ccccc1NC(=S)NN1CCN(C)CC1	-19	-1	0.4	0	-1.7	-1.1	-1.1	4	0.1	-4.4	-2
44	CCC1(C)Cc2ccccc2-c2nc(NCCO)n(-c3ccc(C)cc3)c(=O)c21 (centres undefined)	i	-6	-2.0	5	-2.0	-3.3	-3.8	-10	-1.5	-3.5	-2
45	C=CCOc1ccc(/C(O)=C2\C(=O)C(=O)N(CCOC)C2c2cccnc2)cc1 (centres undefined)	0	5	0.3	5	-1.3	0.4	-0.1	3	0.4	2.3	-1
46	CCOc1ccc(N(C)S(=O)(=O)c2ccc(C)c(C(=O)N3CCN(Cc4ccc5c(c4)OCO5)CC3)c2)cc1	14	1	-3.0	-7	-1.8	-2.1	-1.7	-16	-2.5	-2.8	-1

An excerpt from above with just DAX1 inh-2 and GC-A act.
item	Structure	DAX1 inh-2	GC-A act
32	CC1CCC2C(=O)N(c3ccccc3OC(=O)c3ccccc3F)C(=O)C2C1 (centres undefined)	1.1	-5
33	CN(C(=O)c1ccc(NC(=O)Cc2cccc(NC(=O)C3CCN(C(=O)C4CCCC4)CC3)c2)cc1)C1CCCC1	1.3	4
34	CC(C(=O)O)N1C(=O)c2ccccc2C1=O (centres undefined)	-1.0	0
35	COc1ccc(NC(=O)C2CCN(S(C)(=O)=O)CC2)c(OC)c1	-0.9	-1
36	COc1ccc(-n2c(=O)c3c4c(sc3n3c(=S)[nH]nc23)CCCC4)cc1	-1.4	2

High-throughput results: PubChem BioAssay, several laboratories
